EPAC2 ag – qHTS for Agonist of cAMP-regulated guanine nucleotide exchange factor 4 (EPAC2): primary screen. Potency, µM (titrated, usually from 154 µM), without a hit: top-dose activation, usual class: activators. EPAC2 activation, biochemical qHTS; response scale: 100% = 6.5 mM cAMP response. actives 0.079% (n = 360,000); note: potency is the fitted concentration of half-maximal effect; nearly all actives have a fitted effect of over 50% in size
Target sequence (Q8WZA2 whole entry, looked up): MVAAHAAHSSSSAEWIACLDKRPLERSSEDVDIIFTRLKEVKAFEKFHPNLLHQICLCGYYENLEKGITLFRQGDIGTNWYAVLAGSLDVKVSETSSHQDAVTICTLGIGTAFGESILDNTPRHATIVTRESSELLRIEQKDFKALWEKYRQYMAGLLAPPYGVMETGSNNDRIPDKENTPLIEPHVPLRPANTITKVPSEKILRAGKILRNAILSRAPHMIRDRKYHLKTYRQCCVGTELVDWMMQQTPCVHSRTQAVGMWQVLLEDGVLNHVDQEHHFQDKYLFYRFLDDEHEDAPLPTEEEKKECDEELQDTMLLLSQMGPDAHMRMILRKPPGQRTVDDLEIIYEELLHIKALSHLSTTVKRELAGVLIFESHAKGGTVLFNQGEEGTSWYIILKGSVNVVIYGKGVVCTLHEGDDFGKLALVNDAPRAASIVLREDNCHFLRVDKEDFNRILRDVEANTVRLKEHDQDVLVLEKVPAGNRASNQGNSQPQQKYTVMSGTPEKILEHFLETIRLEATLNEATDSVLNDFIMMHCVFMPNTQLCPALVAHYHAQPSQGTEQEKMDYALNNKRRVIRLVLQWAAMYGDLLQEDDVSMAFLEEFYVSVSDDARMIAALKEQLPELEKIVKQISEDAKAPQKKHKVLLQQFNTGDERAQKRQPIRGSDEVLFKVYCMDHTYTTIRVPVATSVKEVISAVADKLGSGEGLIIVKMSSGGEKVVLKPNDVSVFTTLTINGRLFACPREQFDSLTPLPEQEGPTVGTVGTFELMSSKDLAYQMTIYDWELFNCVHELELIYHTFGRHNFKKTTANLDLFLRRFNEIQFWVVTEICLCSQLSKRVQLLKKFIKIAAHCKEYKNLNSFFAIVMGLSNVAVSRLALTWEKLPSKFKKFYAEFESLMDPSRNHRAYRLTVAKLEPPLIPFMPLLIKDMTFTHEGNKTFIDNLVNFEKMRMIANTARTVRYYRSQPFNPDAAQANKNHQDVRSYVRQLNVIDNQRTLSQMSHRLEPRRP
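EPAC2 (100 nM) mixed with Rap1B loaded with BODIPY-GDP (250 nM) plus 50 uM unlabeled GDP; compounds pinned in, 5 min RT, then read every 5 min for 30 min (ex 480, em 540 nm). Normalized to cAMP control.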
CCT chaperon mod – High-Throughput Screening for Modulators of Cytosolic Chaperonin Activity. activity change, % (test concentration not listed), hits read low. actives 0.3% (n = 360,000). purified chaperonin ATPase assay, HTRF ADP detection, 30 min; in the data active = activity change below about -30%; note: % is set by controls: 0 for no effect and ±100 for the full control effect
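TRiC at 40 or 20 nM final (batch-dependent) in 30 mM Tris pH 7.4, 100 mM KCl, 5 mM MgCl2, 1 mM DTT, with compound at single 76 uM and 10 uM ATP, 30 min at 37 deg C. ADP detected by HTRF Transcreener, 665/615 ratio.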
PTHR1 ag – qHTS for PTHR1 Agonists: Primary Screen | AID 743266, 2014 | HEK293 GP2 PTHR1 cells, GloSensor cAMP luminescence, 1 h | actives 0.075% (n = 410,000) | Parathyroid hormone/parathyroid hormone-related peptide receptor (Homo sapiens), Q03431 | Potency, µM (titrated, usually from 115 µM), for inactives: at the top dose activation, usual class: activators; note: potency is the fitted concentration of half-maximal effect; nearly all actives have a fitted effect of over 55% in size; some results filed as inactive show a strong effect at the top dose; inactives centre near -15; many of its hits are not listed in these tables
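HEK-293-derived GP2 cells expressing PTHR1 and a GloSensor cAMP reporter, 3,000/well, plated overnight, given luciferin plus IBMX (each 0.5 mM as added) for 1 h at 37 °C, then compound for 1 h at 37 °C. Luminescence was read after 15 min at room temperature.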
Akt phos inh – HTS Assay for Inhibitors of Akt Phophorylation: Primary Screen | Neuro2A IGF-stimulated pAkt S473 HTRF, 20 min; stronger effect = lower value | activity change, % for hits at 50 µM | actives 0.32% (n = 360,000) | AID 651550, 2012; in the data active = activity change below about -80%; inconclusive = mostly about -51% to -80%; note: % is set by controls: 0 for no effect and ±100 for the full control effect
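Neuro2A cells in DMEM with 0.5% FBS, overnight at 37 deg C, given compound at single 50 µM final, then IGF (6 nM final) for 20 min at 37 deg C. Lysed; phospho-Akt Ser473 by HTRF after 24 h, 665/615 ratio.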
D3 antag – qHTS of D3 Dopamine Receptor Antagonist: qHTS; D(3) dopamine receptor (Homo sapiens), P35462; D3R cells, DiscoveRx beta-arrestin luminescence, antagonist mode; stronger effect = lower value; max response, negative = inhibition, %; actives 2.5% (n = 360,000); AID 652054, 2013; in the data active = max response below about -50%; inconclusive = no clear call, values can overlap the other calls; note: % is set by controls: 0 for no effect and ±100 for the full control effect; mostly tested at two doses, the higher about 12 µM
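Cells plated overnight at 1500 cells/well, then exposed to library compounds with dopamine controls for 90 minutes at 37 degrees C. DiscoveRx reagent added for 30–60 minutes at room temperature; luminescence read, quantitative HTS format.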
MmCpn inh – Inhibitors of TCP-1 ring complex (TRiC) of Methanococcus maripaludis (MmCpn): qHTS. Chaperonin Mm-Cpn (Methanococcus maripaludis). purified Mm-Cpn ATPase, ADP Transcreener TR-FRET. Potency, µM (series often up to 76.9 µM), for inactives: top-dose activity, negative = inhibition, actives largely listed as inhibitors. actives 0.031% (n = 330,000); note: potency is the fitted concentration of half-maximal effect; % is set by controls: 0 for no effect and ±100 for the full control effect; nearly all actives have a fitted effect of over 80% in size
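Inhibition of chaperonin ATP hydrolysis is measured as reduced ADP production, detected by competitive TR-FRET in which signal falls with ADP. Final enzyme 25 nM and ATP 10 uM, reacted 30 min at 37°C.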
D3 ag – qHTS of D3 Dopamine Receptor Agonist: qHTS | D(3) dopamine receptor (Homo sapiens), P35462 | actives 0.58% (n = 410,000) | AID 652048, 2013 | D3R DiscoveRx beta-arrestin cells, luminescence, 90 min | max activation, %; in the data active = max activation above about 30%; note: 0% is about no effect; mostly tested at two doses, the higher about 12 µM
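Agonist mode: compounds and dopamine controls were applied to plated cells for 90 min at 37 degrees C after an overnight attachment at 1500 cells/well. Luminescent read-out followed 30 - 60 minutes at room temperature with DiscoveRx detection reagent.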
EPAC2 antagonist – qHTS for Antagonist of cAMP-regulated guanine nucleotide exchange factor 2 (EPAC2): primary screen; actives 0.18% (n = 360,000); AID 720708, 2013; EPAC2 GEF exchange of Rap1B-BODIPY-GDP, fluorescence; Rap guanine nucleotide exchange factor 4 (Homo sapiens), Q8WZA2; Potency, µM (series often up to 114 µM), for inactives: at the highest dose activity, negative = inhibition, most hits filed as inhibitors; note: potency is the fitted concentration of half-maximal effect; % is set by controls: 0 for no effect and ±100 for the full control effect; nearly all actives have a fitted effect of over 45% in size; many of its hits are not listed in these tables
Numbers without * were called inactive; i = inactive; ? = inconclusive; · = not tested or not shown; [ ] = remark or other dose. Unless noted, calls come from the whole dose curve; as a rule, active = well fitted curve in the direction sought with a large enough effect; inconclusive = small, poorly fitted or top-dose-only effect, or another doubt; inactive = no such curve, though single readings can be large; an effect the other way counts as inactive or inconclusive.

SMILES	EPAC2 ag	CCT chaperon mod	PTHR1 ag	Akt phos inh	D3 antag	MmCpn inh	D3 ag	EPAC2 antagonist
O=C(CNC(=O)c1ccccc1)OCc1ccc([N+](=O)[O-])cc1	6%	-2.0	-9%	i	0	0%	1	-5%
Cc1ccc(-c2nc3ncccc3n2O)cc1	10%	1.9	i	i	-7	-3%	-4	-1%
COc1cc(CN2C[C@@H](CO)O[C@@H](n3cnc4c(NC5CCC5)ncnc43)C2)cc(OC)c1OC	11%	-0.3	i	i	-7	·	6	11%
O=C(COC(=O)c1ccccc1Nc1ccccc1)NCc1ccccc1Cl	-3%	-1.3	i	i	-3	-1%	14	11%
Cc1ccc2nc(-c3ccc(NC(=S)NC(=O)C(C)C)cc3)sc2c1	9%	1.2	-42%[inhibitor]	i	-19	-4%	-7	19%
CC(C)(C)OC(=O)NCCCCCNC(=O)c1nc[nH]c1C(=O)NCc1ccccc1	1%	-4.0	i	i	47	2%	3	-16%
CCc1noc(C)c1C(=O)N(C)CC(=O)Nc1ccccc1Br	0%	-1.8	i	i	-12	2%	14	-8%
CCOCCCNC(=O)Cc1ccc(OC)c(OC)c1	3%	-0.2	i	i	-2	1%	-5	10%
Cc1ccccc1CC1(CO)CCCN(Cc2ccccc2Cl)C1 (centres undefined)	?	2.6	i	i	11	?	-5	-2%
O=C(Nc1ncc2c(n1)CC(c1ccco1)CC2=O)c1ccc(Cl)cc1 (centres undefined)	10%	0.4	-36%[inhibitor]	i	-17	-4%	-1	-24%
COc1ccc2[nH]c3c(N4CCN(Cc5ccc6c(c5)OCO6)CC4)ncnc3c2c1	16%	-0.1	-8%[57.5 µM]	i	9	1%	0	0%
COC(=O)c1ccc(NC(=O)Nc2ccc3c(c2)nc(C)n3C)cc1	-4%	0.9	i	i	-11	-6%	-1	0%
CCOC(=O)c1ccc(N/C=C/C(=O)c2ccccc2)cc1	4%	2.8	-15%	i	5	3%	3	-5%
O=C(c1ccc(C#CC2(O)CCCCC2)cc1)N1CCOCC1	-3%	2.1	-10%[57.5 µM]	i	4	1%	23	-6%
CN(C)S(=O)(=O)c1cc(NC(=O)CSc2nn(-c3ccc(Cl)cc3)c(=S)s2)ccc1Cl	2%	-3.3	-45%[inhibitor]	i	-23	0%	-15	4%
CC1(c2ccc3ccccc3c2)NC(=O)N(CC(=O)NCc2cccs2)C1=O (centres undefined)	0%	-0.1	i	i	0	1%	0	13%
O=C(Nc1cc(S(=O)(=O)N2CCOCC2)ccc1Cl)c1ccc(=O)[nH]c1	9%	0.3	i	i	5	0%	16	-2%
Cc1ccc(OCCNc2ccc(C(F)(F)F)cc2[N+](=O)[O-])cc1	-9%	0.5	i	i	2	1%	5	11%
COc1cc(/C=C/C(=O)N2CCN(CC(O)COc3ccccc3)CC2)cc(OC)c1OC (centres undefined)	3%	-0.6	-3%[57.5 µM]	i	-10	-1%	-15	-7%[57.1 µM]
CC(C)N(C(=O)[C@H]1C[C@H](CC(=O)NCCc2ccccn2)C(=O)N2CCc3c([nH]c4cc(CCC(=O)N(C)C)ccc34)[C@]12C)C(C)C	2%	0.4	i	i	24	1%	16	1%
COCCNC(=O)C1(C)CCCN(Cc2ccc(-c3ccccn3)cc2)C1 (centres undefined)	14%	-1.6	-18%	i	10	·	0	-5%
C[C@@H](NC(=O)[C@@H]1Cc2ccccc2CN1C(=O)OC(C)(C)C)C(=O)NC1CCCCC1	-5%	-0.1	i	i	-10	-1%	-13	8%
O=C(NCC1CCCO1)C(c1cccs1)N(Cc1cccs1)C(=O)Cn1nnc(-c2cccs2)n1 (centres undefined)	-1%	-1.6	-13%	i	1	1%	4	-2%
Cc1nc2nc(SCC(=O)NCCCN3CCCC3)nn2c(C)c1Cc1ccccc1Cl	-4%	0.1	-18%	i	-5	1%	1	-1%
CC1(C)C(=O)OC(c2c3ccccc3cc3ccccc23)C(C)(C)C1=O (centres undefined)	14%	-0.2	-8%	i	10	-3%	12	-5%

An excerpt of these results, with values under each structure:
Order of values – EPAC2 ag, CCT chaperon mod, PTHR1 ag, Akt phos inh, D3 antag, MmCpn inh, D3 ag, EPAC2 antagonist
> Cc1nc2nc(SCC(=O)NCCCN3CCCC3)nn2c(C)c1Cc1ccccc1Cl
→ -4%, 0.1, -18%, i, -5, 1%, 1, -1%
> CC1(c2ccc3ccccc3c2)NC(=O)N(CC(=O)NCc2cccs2)C1=O (centres undefined)
→ 0%, -0.1, i, i, 0, 1%, 0, 13%
> Cc1ccc(-c2nc3ncccc3n2O)cc1
→ 10%, 1.9, i, i, -7, -3%, -4, -1%

Quoted at random: 4 records from the list
SMILES	EPAC2 ag	CCT chaperon mod	PTHR1 ag	Akt phos inh	D3 antag	MmCpn inh	D3 ag	EPAC2 antagonist
O=C(Nc1cc(S(=O)(=O)N2CCOCC2)ccc1Cl)c1ccc(=O)[nH]c1	9%	0.3	i	i	5	0%	16	-2%
O=C(COC(=O)c1ccccc1Nc1ccccc1)NCc1ccccc1Cl	-3%	-1.3	i	i	-3	-1%	14	11%
CC1(c2ccc3ccccc3c2)NC(=O)N(CC(=O)NCc2cccs2)C1=O (centres undefined)	0%	-0.1	i	i	0	1%	0	13%
Cc1nc2nc(SCC(=O)NCCCN3CCCC3)nn2c(C)c1Cc1ccccc1Cl	-4%	0.1	-18%	i	-5	1%	1	-1%

Next section.
SMILES	EPAC2 ag	CCT chaperon mod	PTHR1 ag	Akt phos inh	D3 antag	MmCpn inh	D3 ag	EPAC2 antagonist
COc1ccc(CCNC(=O)Cc2cc(OC)c(OC)cc2[N+](=O)[O-])cc1OC	4%	-0.1	-3%	i	6	1%	1	10%
CSc1ccc(CN(C)C(=O)c2cccc(S(=O)(=O)N3CCN(Cc4ccccc4)CC3)c2)cc1	8%	4.0	-36%[inhibitor]	i	-5	3%	-1	7%
COc1ccc(NC(=O)Nc2nc(C(N)CC(C)C)cs2)cc1 (centres undefined)	8%	-1.2	i	i	-6	·	-9	7%
COc1ccccc1-c1nnc(SCC(=O)Nc2ccccc2)o1	6%	-5.5	i	i	-15	-2%	-22	1%
COc1c(O)cc(O)c2c(=O)cc(-c3ccccc3)oc12	-1%	-0.1	i	i	-18	1%	20	8%
CN(C(=O)CSc1nnc(-c2n[nH]c3ccccc23)o1)c1ccccc1	0%	1.4	-3%	i	13	0%	2	-2%
CCOC(=O)NC1C=CS(=O)(=O)C1 (centres undefined)	-1%	-2.5	i	i	-25	0%	4	-2%
COc1ccc(C(=O)NC2CCSc3ccccc32)cc1S(=O)(=O)N1CCOCC1 (centres undefined)	3%	-5.3	-14%	i	-4	0%	9	-4%
OCCCC1CCCN(Cc2cn[nH]c2-c2ccc(F)cc2F)C1 (centres undefined)	11%	-2.4	25%	i	?	4%	-6	3%
CS(=O)(=O)Nc1ccc(C2=NN(C(=O)c3ccco3)C(c3ccccc3)C2)cc1 (centres undefined)	0%	-2.1	-27%	i	25	0%	2	10%
CC(=O)Nc1sc(NC(=O)c2ccc(Cl)cc2)nc1-c1cccs1	-3%	-3.4	5%	i	10	-3%	1	0%
O=C(Nc1cccnc1N1CCOCC1)c1cccs1	2%	-3.8	i	i	-11	0%	4	4%
CC(C)(C)OC(=O)N1CCCC1C(=O)N1CCc2ccccc21 (centres undefined)	-4%	0.1	i	i	-20	0%	-4	20%
CCOC(=O)c1[nH]cnc1C(=O)Nc1ccc(Cl)cc1	7%	-3.0	-23%	i	4	0%	0	3%
CCOC(=O)C1=CN(Cc2ccco2)S(=O)(=O)N(CC)C1c1ccccc1 (centres undefined)	16%	-0.3	-19%	i	1	1%	-19	-20%
CCOc1ncccc1C(=O)Nc1ccccc1N1CCOCC1	0%	0.1	-13%	i	4	-1%	0	-3%
Cc1nc(Nc2cccc(Cl)c2)c2oc3ccccc3c2n1	12%	-3.8	-1%	i	-22	-1%	-8	0%
CC(C)C(=O)N1CCN(c2ccc(NC(=O)COc3ccccc3[N+](=O)[O-])cc2)CC1	4%	2.3	-52%[inhibitor]	i	144	-2%	0	-4%
O=C(NCC(=O)N(Cc1ccco1)C(C(=O)NC1CCCC1)c1cccnc1)c1ccco1 (centres undefined)	-7%	-0.8	i	i	?	·	2	-1%
CC(C)C[C@H]1CN=C(Nc2ccccc2)N1CC1CCC(C)CC1 (some centres undefined)	7%	0.6	i	i	5	2%	-20	7%

3 entries from above, sorted by length of the SMILES, low to high:
SMILES	EPAC2 ag	CCT chaperon mod	PTHR1 ag	Akt phos inh	D3 antag	MmCpn inh	D3 ag	EPAC2 antagonist
CCOC(=O)c1[nH]cnc1C(=O)Nc1ccc(Cl)cc1	7%	-3.0	-23%	i	4	0%	0	3%
COc1ccc(C(=O)NC2CCSc3ccccc32)cc1S(=O)(=O)N1CCOCC1 (centres undefined)	3%	-5.3	-14%	i	-4	0%	9	-4%
CS(=O)(=O)Nc1ccc(C2=NN(C(=O)c3ccco3)C(c3ccccc3)C2)cc1 (centres undefined)	0%	-2.1	-27%	i	25	0%	2	10%

These rows are one share of the data. The share of hits here may be higher or lower than overall.
